Assay outcomes as filed in PubChem BioAssay.
PhoP inhibition – inhibitors of PhoP regulon expression, primary screen, Salmonella Typhimurium, GFP reporter (AID 1863). S. Typhimurium PhoP-regulated promoter GFP reporter, 4 h; higher % means a stronger effect. inhibition, % at 50 µM, or IC50 in µM where a hit was titrated. 300,000 tested, 0.16% active;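 active means inhibition over 29.93%, a cutoff 3 SD above the screen mean, later confirmed by dose response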;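 further: 0% = low Mg2+ inducing control and 100% = high Mg2+ repressing control; strong numbers were not always called active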
Dynein transport – inhibitors of GR-EGFP nuclear translocation, primary screen, dynein cargo transport inhibitor project, imaging, high-content, 3617.4 mouse cells; z-score, hits read low; AID 1381, 2008; test concentration mostly 20 µM; stimulated with dexamethasone, 1 µM; active compounds read low; 220,000 tested, 0.47% active;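 active means plate z-score of nuclear minus cytoplasmic receptor signal below a set negative limit, without overly bright fluorescence or cell loss, cut at about -3.5 in these data, passing the limit was not always enough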;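 further: z-score of nuclear minus cytoplasmic ring GR-EGFP intensity difference per well; some compounds called inactive have numbers as strong as hits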
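Buffer or medium: tet-free, stripped-serum medium; reagent: dexamethasone at 1.0 µM final, 30 min; incubation: 48 h induction, 1 h compound, 30 min dex at 37 °C; measured by: formaldehyde fixation, Hoechst nuclear stain, 10x automated fluorescence imaging; read-out: nuclear-to-cytoplasmic GR-EGFP distribution per well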
MT stabilizer – microtubule stabilizers in HeLa cells, primary screen, imaging, high-content imaging. HeLa tubulin immunostaining HCS, 24 h; share of cells brighter than vehicle mean+2SD. % tubulin-high responders, % at 10 µM. 200,000 tested, 0.83% active;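 active means plate Z-score above 3 for both tubulin-high and condensed-nucleus cell shares, with cell loss under 80%, at 10 µM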;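 further: anti alpha tubulin signal scored within the nucleus-defined area of each cell; some results filed as inactive read as strong as hits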
ER stress rescue – rescue of cells from ER stress-induced death, primary screen, 384-well, CSM14.1, thapsigargin, ATP luminescence (AID 1222). CSM14.1 thapsigargin-induced death rescue, ATP luminescence; higher % means a stronger effect. 190,000 tested, under 10 active. cellular ATP content (survival), % at 20 µM, or EC50 in µM where a hit was titrated;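 active means EC50 below 50 µM in the dose-response confirmation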;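 further: death triggered by thapsigargin at about 15 µM added after 2 h compound pretreatment; cell ATP read after overnight thapsigargin exposure of roughly 18 to 22 hours; normalized against plate controls of thapsigargin alone and 5% DMSO vehicle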
T cell HTS – modulators of CD8 T cell-vesicle binding, primary screen, mouse 2C CD8+ T cells, flow cytometry | calls only at 7 µM | 330,000 tested, 0.068% active | 2C CD8+ T cell-vesicle binding; active compounds read low;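 active means response, share of CD8 T cells binding vesicles, and their 90th percentile fluorescence all below set limits, cut at about 80% in these data, passing the limit was not always enough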
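Incubation: binding step 1.5 h, 37 °C, antibody labelling 20 min, ice; system: murine 2C transgenic CD8+ T lymphocytes; technique: cytometric PE anti-B7-1 and Alexa647 anti-CD8 signals after 1% paraformaldehyde fixation; also added: QL9-charged Drosophila Ld/ICAM-1/B7-1 vesicles; control set: naked versus QL9-loaded vesicles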
Lipid droplet – inhibitors of hepatocyte lipid droplet formation, primary screen, imaging, high-throughput imaging, BODIPY stain; inhibition, % at 6.5 µM; 240,000 tested, 0.4% active; AID 1656, 2009; AML12 mouse hepatocytes, oleate lipid droplets;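 active means lipid droplet intensity inhibited by at least 50%, with more than 500 cells counted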
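Material – AML12 mouse liver cells · Also added – oleate loading, 100 µM · Compound dosing – 6.5 µM single-point dosing · Times – overnight treatment with compound plus oleate · Measured by – fluorescence imaging, 20x objective, two fields per well · Read-out – percent inhibition of filter-corrected integrated lipid droplet intensity per well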
Ins promoter up – insulin promoter activators in MIN6 cells, imaging, high-content screening, mouse beta cells; MIN6 insulin promoter-GFP reporter; active compounds read high; z-score at 5 µM; 190,000 tested, 0.3% active; AID 1625, 2009;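 active means z-score above 3 at 5 µM with at least 500 cells counted in the well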
bCat nuc transl – modulators of beta-catenin nuclear translocation, primary screen, imaging, HeLa cells, immunofluorescence, high-content | nuclear translocation activity, % at 5 µM | 190,000 tested, 0.3% active;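 active means nuclear translocation activity above 50% at 5 µM, with a well cell count of 50 or more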;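 further: per-cell ratio of nuclear to cytoplasmic median beta-catenin stain intensity; plate controls were DMSO negative control for no effect and GSK-3 inhibitor IX positive control for full effect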
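Test system: human HeLa cells, native beta-catenin. Compound dosing: 5 µM primary single dose, 0.1% DMSO, 0.02–20 µM confirmation series. Incubation: compound exposure 24 h at 37°C. Detection: beta-catenin immunostaining with DAPI counterstain, 20x imaging, 6 fields/well. Read-out basis: Nuclear/cytoplasmic beta-catenin signal ratio, % activation.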
Autophagy mod – autophagy modulators in MEF cells, primary screen, imaging, high-content, MEF GFP-LC3. MEF GFP-LC3 puncta imaging; test concentration mostly 10 µM. calls only at 10 µM (by protocol). AID 463193, 2010. 190,000 tested, 0.98% active;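 active means percentage of spot-positive cells more than 3 SD above its plate mean, without a fluorescence outlier flag or 80% toxicity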;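 further: spot-positive cell cutoff set from DMSO-treated cells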
Dynein transport cytoplasmic EGFP – second read-out of Dynein transport, no call of its own (marks repeat the call); z-score; measured here: cytoplasmic GR-EGFP intensity; active compounds read high
Dynein transport nuclear GR-EGFP – further read-out of Dynein transport, marked with its call; z-score; measured here: nuclear GR-EGFP intensity;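 lower value marks the stronger effect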
Dynein transport cell count – further read-out of Dynein transport, marked with its call; z-score; measured here: cell count per field
Ins promoter up cell count – second read-out of Ins promoter up, no call of its own (marks repeat the call); cell count; measured here: cytotoxicity, nuclei count;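 total cells summed across four imaged fields per well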
Lipid droplet cells 6.5 µM – second read-out of Lipid droplet, no call of its own (marks repeat the call); cell count; measured here: cell count, cytotoxicity flag;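 cells counted across two imaged fields per well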
bCat nuc transl cell count 5 µM – also measured in bCat nuc transl; calls as there; cell count; measured here: cell count, cytotoxicity flag
T cell HTS vesicle-bound % – also measured in T cell HTS; calls as there; double positive events, %; measured here: CD8+ vesicle-bound cell fraction;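 binding gate set so that unloaded-vesicle control wells show 10% double positive cells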
MT stabilizer Hoechst-high % – second read-out of MT stabilizer, no call of its own (marks repeat the call); % Hoechst-high responders; measured here: nuclear condensation Hoechst responders;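 share of cells brighter than vehicle mean plus two SD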
MT stabilizer cytotoxicity % – second read-out of MT stabilizer, no call of its own (marks repeat the call); toxicity, %; measured here: cytotoxicity by cell density;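 0% = mean cell density of plate MIN control wells and 100% = no cells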
Autophagy mod cell loss 18 h – recorded beside Autophagy mod, whose call it bears; toxicity, %; measured here: cell loss, nuclei count;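 cell loss after 18 h compound exposure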
Numbers without * were called inactive; i = inactive; . = no result given.

SMILES	PhoP inhibition	Dynein transport	Dynein transport cytoplasmic EGFP	Dynein transport nuclear GR-EGFP	Dynein transport cell count	MT stabilizer	MT stabilizer Hoechst-high %	MT stabilizer cytotoxicity %	ER stress rescue	T cell HTS	T cell HTS vesicle-bound %	Lipid droplet	Lipid droplet cells 6.5 µM	Ins promoter up	Ins promoter up cell count	bCat nuc transl	bCat nuc transl cell count 5 µM	Autophagy mod	Autophagy mod cell loss 18 h
Cc1cc(C)cc(NC(=O)CSc2nnc(-c3ccc(S(=O)(=O)N4CCCC4)cc3)o2)c1	3.4%	-0.328	-0.328	-0.0869	0.0925	4.5	3.4	11.1	-2.3%	i	55.3	-1.1	743	-0.66	923	-3.2	1112	i	-6.0
CC(C)(C)C(=O)c1no[n+]([O-])c1/C(=N/O)C(C)(C)C	16.1%	-0.0455	-0.177	-0.145	0.258	2.4	0.9	6.0	-1.2%	i	56.5	.	.	0.01	1123	-2.0	1112	i	3.8
CC1(C)NC(=O)N(CC(=O)Nc2nc(-c3ccc(F)cc3)cs2)C1=O	0.7%	0.0791	-0.235	0.49	0.665	2.3	1.9	7.4	2.2%	i	17.4	-2.4	774	-0.56	662	-1.4	1171	i	41.5
COc1cc(NC(=O)COc2ccc(Cl)cc2)ccc1NC(=O)C(C)C	-5.1%	-0.508	-0.745	-0.0905	-0.348	.	.	.	.	i	33.6	-5.4	698	-0.85	1027	0.8	1350	.	.
COc1ccc(NS(=O)(=O)c2cc(NC(=O)c3ccc(=O)[nH]c3)ccc2N2CCOCC2)cc1	-2.7%	-0.446	-0.283	0.0601	0.467	3.3	2.1	5.2	-0.1%	i	31.0	.	.	1.3	1475	0.7	1452	i	11.8
COc1ccc(C(C(=O)NC2CCCC2)N(CCN2CCOCC2)C(=O)c2ccc(OC)c(OC)c2)cc1 (stereo unspecified)	6.9%	-0.191	0.307	0.395	0.25	1.4	1.3	4.2	-0.3%	i	54.0	-35.9	774	0.11	904	-0.4	1161	i	-0.1
O=C(O)c1cc2c(cc1Cl)N1CCCCCC1=NS2(=O)=O	-1.9%	-0.477	-0.0518	0.253	0.0786	0.9	2.1	3.8	-1.0%	i	24.4	4.0	711	-0.49	1577	0.1	966	i	32.5
Cc1ccsc1C1C(C#N)=C(N)N(N(C)C)C2=C1C(=O)CCC2 (stereo unspecified)	0.7%	0.306	-0.0895	-0.184	-1.38	2.5	2.0	5.2	0.2%	i	51.7	11.4	692	1.35	1241	1.0	1085	i	-0.9
COc1ccc(N2C(=O)C(Cl)=C(N3CCCC(C)C3)C2=O)cc1 (stereo unspecified)	15.7%	0.177	-0.237	0.243	0.636	2.4	1.4	4.4	-3.8%	i	7.0	6.4	716	-0.24	876	-0.6	1205	i	-4.9
N#C/C(=C\c1ccc(OCc2ccccc2)cc1)C(=O)Nc1nc2c(s1)CCN(Cc1ccccc1)C2	1.0%	0.396	-0.164	0.479	-0.587	4.4	1.3	0.0	-1.5%	i	22.7	-13.0	652	-0.2	1753	-0.8	1018	i	-4.3

Quoted from the listing.
Under T cell HTS vesicle-bound %, COc1ccc(NS(=O)(=O)c2cc(NC(=O)c3ccc(=O)[nH]c3)ccc2N2CCOCC2)cc1 reads 31.0
Under Dynein transport cell count, COc1ccc(C(C(=O)NC2CCCC2)N(CCN2CCOCC2)C(=O)c2ccc(OC)c(OC)c2)cc1 (stereo unspecified) reads 0.25

Random excerpt: 4 entries already listed.
SMILES	PhoP inhibition	Dynein transport	Dynein transport cytoplasmic EGFP	Dynein transport nuclear GR-EGFP	Dynein transport cell count	MT stabilizer	MT stabilizer Hoechst-high %	MT stabilizer cytotoxicity %	ER stress rescue	T cell HTS	T cell HTS vesicle-bound %	Lipid droplet	Lipid droplet cells 6.5 µM	Ins promoter up	Ins promoter up cell count	bCat nuc transl	bCat nuc transl cell count 5 µM	Autophagy mod	Autophagy mod cell loss 18 h
Cc1ccsc1C1C(C#N)=C(N)N(N(C)C)C2=C1C(=O)CCC2 (stereo unspecified)	0.7%	0.306	-0.0895	-0.184	-1.38	2.5	2.0	5.2	0.2%	i	51.7	11.4	692	1.35	1241	1.0	1085	i	-0.9
COc1cc(NC(=O)COc2ccc(Cl)cc2)ccc1NC(=O)C(C)C	-5.1%	-0.508	-0.745	-0.0905	-0.348	.	.	.	.	i	33.6	-5.4	698	-0.85	1027	0.8	1350	.	.
COc1ccc(C(C(=O)NC2CCCC2)N(CCN2CCOCC2)C(=O)c2ccc(OC)c(OC)c2)cc1 (stereo unspecified)	6.9%	-0.191	0.307	0.395	0.25	1.4	1.3	4.2	-0.3%	i	54.0	-35.9	774	0.11	904	-0.4	1161	i	-0.1
O=C(O)c1cc2c(cc1Cl)N1CCCCCC1=NS2(=O)=O	-1.9%	-0.477	-0.0518	0.253	0.0786	0.9	2.1	3.8	-1.0%	i	24.4	4.0	711	-0.49	1577	0.1	966	i	32.5
